# High-throughput results: PubChem, several laboratories
# ABCB6 inh 2 – inhibitors of human ABC transporter ABCB6; Q9NP58; K562-ABCB6 porphyrin accumulation, flow cytometry, 1 h; stronger effect = lower value; fluorescence ratio to DMSO, % at 10 µM; 360,000 tested, 0.19% active;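 active means fluorescence ratio to DMSO below 75%, the collection mean minus 3 SD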;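 further: signal is porphyrin accumulated inside mitochondria; 100% equals median channel fluorescence of DMSO control wells; lower ratio means ABCB6 inhibition with less porphyrin fluorescence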
# CaV13 FRET inh – Primary screen for inhibitors of IQ motif and Ca2+-dependent inactivation inhibitor domain binding in CACNA1D, Förster resonance energy transfer in living cells, …. HEK cells, CFP/YFP FRET ICDI-IQ, plate reader, 10 min; percent FRET-ratio fall versus neutral wells. inhibition, % at 12.3 µM. 340,000 tested, 0.098% active. AID 743397;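 active means mean replicate inhibition of at least 30% and at least 1% of replicates passing that level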;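 further: 0% = median of the neutral control wells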
# m5-HT2A agonist – mouse HTR2A agonism via beta-arrestin recruitment | P35363 | CHO-K1 mHTR2A beta-arrestin complementation, luminescence; percent of 30 µM serotonin response | activation, % at 7.6 µM | 360,000 tested, 0.66% active | AID 624169;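 active means activation above a run cutoff, the mean activation of all tested compounds plus 3 SD, cut at about 14% in these data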;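 further: 0% = plate median of compound wells and 100% = 30 µM serotonin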
# Target sequence (P35363 whole entry, looked up): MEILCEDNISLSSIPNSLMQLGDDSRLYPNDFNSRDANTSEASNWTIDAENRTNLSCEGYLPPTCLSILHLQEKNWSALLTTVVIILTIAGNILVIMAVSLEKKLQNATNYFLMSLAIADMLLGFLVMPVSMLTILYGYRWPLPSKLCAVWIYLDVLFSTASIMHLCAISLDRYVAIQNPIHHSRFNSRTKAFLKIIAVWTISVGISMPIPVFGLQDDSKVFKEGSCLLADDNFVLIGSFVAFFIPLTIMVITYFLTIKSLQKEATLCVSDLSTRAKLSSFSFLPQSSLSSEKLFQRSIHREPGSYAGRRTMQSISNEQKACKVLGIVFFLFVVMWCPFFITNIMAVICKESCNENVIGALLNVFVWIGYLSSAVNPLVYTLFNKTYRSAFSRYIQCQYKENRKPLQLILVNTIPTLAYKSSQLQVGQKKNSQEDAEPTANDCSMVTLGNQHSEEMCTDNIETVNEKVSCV
# Granule exo inh – blocks lytic granule exocytosis; inhibition, % at 10 µM; TALL-104 LAMP-1 surface exposure, flow cytometry; cells stimulated with thapsigargin and PMA; 360,000 tested, 0.66% active; AID 651702;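 active means inhibition above about 55%, limit read from the data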
# Vif imaging – HIV Vif inhibition | HEK293T cells, Vif self-association by quenched fluorescence, imaging, 24 h | inhibition, % at 7.49 µM | 340,000 tested, 0.35% active | AID 602346; in the data active means inhibition above about 50%, passing the limit was not always enough; further: some results filed as inactive read as strong as hits
# aDG glyco up – alpha-DG glycosylation activation; AID 624168; Pro5-aDG cells, alpha-DG glycosylation AlphaScreen (IIH6); 0% Pro5, 100% B10-LARGE cell signal; 360,000 tested, 0.22% active; activation, % at 10 µM;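 active means activation of at least 8% versus controls, or a plate z-score of at least 8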;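 further: Pro5 are CHO cells carrying HIG-tagged alpha-DG that lacks glycosylation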
# Cardio protect – protects H9c2 cardiomyocytes from peroxide injury. protection from H2O2 cell death, % at 20 µM. 360,000 tested, 0.63% active. H2O2 injury protection, ATPLite, 2 h;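 active means compounds giving at least 50% protection of heart cells from peroxide-induced death in the single-dose screen, raw or plate-pattern-corrected value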;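 further: 0% = DMSO wells with peroxide and 100% = DMSO wells without peroxide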
# Glyco luc inh – N-linked glycosylation inhibition; D54 ERlucT glycosylation luciferase reporter, 24 h; percent of 100 nM tunicamycin response; reporter increase, % at 12.5 µM; 360,000 tested, 0.23% active; AID 588692;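 active means mean luciferase reporter signal, scaled so untreated is 0 and the glycosylation-blocking control 100, at or above a set limit in every replicate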;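 further: luciferase carries N-glycosylation sites so blocking glycosylation raises the light; 0% = median of neutral control wells and 100% = median of 100 nM tunicamycin wells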
# PDI turbidity – blocks human protein disulfide isomerase activity. P07237. PDI insulin aggregation turbidity, A650, 90 min. inhibition, % at 10 µM. 350,000 tested, 0.052% active. AID 588391;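 active means mean inhibition across replicates of 30% or more, whatever share of single replicates reach that level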;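 further: absorbance from insulin aggregation driven by PDI reduction with DTT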
# Target sequence (P07237 whole entry, looked up): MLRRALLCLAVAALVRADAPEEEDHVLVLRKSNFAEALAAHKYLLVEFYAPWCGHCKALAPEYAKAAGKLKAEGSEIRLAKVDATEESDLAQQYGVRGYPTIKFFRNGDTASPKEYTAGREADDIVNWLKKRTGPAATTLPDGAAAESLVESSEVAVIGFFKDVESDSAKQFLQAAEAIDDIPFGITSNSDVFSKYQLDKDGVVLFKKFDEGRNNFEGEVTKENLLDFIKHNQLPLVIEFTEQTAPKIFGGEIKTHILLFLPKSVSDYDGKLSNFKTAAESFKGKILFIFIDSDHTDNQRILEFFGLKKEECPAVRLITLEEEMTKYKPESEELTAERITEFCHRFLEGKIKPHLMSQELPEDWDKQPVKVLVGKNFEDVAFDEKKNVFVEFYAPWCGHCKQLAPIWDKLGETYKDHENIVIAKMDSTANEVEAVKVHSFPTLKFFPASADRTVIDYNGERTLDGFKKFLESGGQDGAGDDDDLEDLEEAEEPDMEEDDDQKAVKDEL
# iPSC survival up – hiPSC single-cell survival enhancement | survival enhancement, % at 20 µM | AID 602274 | 360,000 tested, 0.044% active | ATPlite luminescence; 100% = ROCK inhibitor wells, 0% = DMSO; in the data active means survival enhancement above about 18%;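 further: cells exposed to compounds for 16 hours before the ATP read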
# * hit, by the source's call; . = not tested or not shown.
# A first look, eleven compounds:
no.	mol	ABCB6 inh 2	CaV13 FRET inh	m5-HT2A agonist	Granule exo inh	Vif imaging	aDG glyco up	Cardio protect	Glyco luc inh	PDI turbidity	iPSC survival up
1	COC(=O)c1ccc(Oc2coc3cc(OCc4cnn(-c5ccccc5)c4)ccc3c2=O)cc1	93	-5	11	2	142*	-0.5	4	3	-15	-1.6
2	COc1ccc(/C=C(/NC(=O)c2ccccc2Cl)C(=O)NCCCC(=O)O)cc1	97	-5	5	1	-4	0.3	3	3	2	0.7
3	CC(=O)Nc1ccc2c(c1)ncn2-c1ccccc1	94	-18	1	-7	.	-0.1	-8	-2	1	-0.9
4	COCC(C)NC(=O)/C(=C/c1ccccc1)c1ccccc1 (stereo unspecified)	98	-5	-1	-1	-1	0.0	6	0	2	0.2
5	CCN(c1ccccc1)S(=O)(=O)c1ccc2c(c1)N(C(C)=O)CCS2	99	-14	0	24	-2	0.3	-1	0	-3	-0.5
6	COc1ccc(NC(=O)Nc2nnc([C@@H]3C[C@H](O)[C@@H](CO)O3)s2)cc1	102	-5	-11	2	5	0.1	1	1	-9	3.0
7	C=CCNC(=O)NC(=O)Cn1c(=O)c2c(ncn2CC)n(Cc2ccccc2)c1=O	98	-4	-4	-10	-5	0.2	13	2	22	1.4
8	CCCCC(=O)Nc1ccc(C(=O)NNC(=O)CCc2ccccc2)cc1	90	-7	1	-2	-1	-0.1	8	1	13	-1.5
9	O=C(O)C1=C[C@@H](C2CCCCC2)C[C@@H](OCc2ccc(CO)cc2)O1	96	-12	1	8	-3	0.0	3	-1	4	-1.5
10	COc1ccc(C(=O)OCC(=O)Nc2ncc([N+](=O)[O-])s2)cc1OC	94	-7	5	1	-9	0.3	5	-2	0	0.6
11	O=C1CN(C(=O)COc2ccccc2F)c2ccccc2N1	99	-15	0	2	-5	-0.3	6	1	3	0.6

# The listing, previewed entries included:
no.	mol	ABCB6 inh 2	CaV13 FRET inh	m5-HT2A agonist	Granule exo inh	Vif imaging	aDG glyco up	Cardio protect	Glyco luc inh	PDI turbidity	iPSC survival up
1	COC(=O)c1ccc(Oc2coc3cc(OCc4cnn(-c5ccccc5)c4)ccc3c2=O)cc1	93	-5	11	2	142*	-0.5	4	3	-15	-1.6
2	COc1ccc(/C=C(/NC(=O)c2ccccc2Cl)C(=O)NCCCC(=O)O)cc1	97	-5	5	1	-4	0.3	3	3	2	0.7
3	CC(=O)Nc1ccc2c(c1)ncn2-c1ccccc1	94	-18	1	-7	.	-0.1	-8	-2	1	-0.9
4	COCC(C)NC(=O)/C(=C/c1ccccc1)c1ccccc1 (stereo unspecified)	98	-5	-1	-1	-1	0.0	6	0	2	0.2
5	CCN(c1ccccc1)S(=O)(=O)c1ccc2c(c1)N(C(C)=O)CCS2	99	-14	0	24	-2	0.3	-1	0	-3	-0.5
6	COc1ccc(NC(=O)Nc2nnc([C@@H]3C[C@H](O)[C@@H](CO)O3)s2)cc1	102	-5	-11	2	5	0.1	1	1	-9	3.0
7	C=CCNC(=O)NC(=O)Cn1c(=O)c2c(ncn2CC)n(Cc2ccccc2)c1=O	98	-4	-4	-10	-5	0.2	13	2	22	1.4
8	CCCCC(=O)Nc1ccc(C(=O)NNC(=O)CCc2ccccc2)cc1	90	-7	1	-2	-1	-0.1	8	1	13	-1.5
9	O=C(O)C1=C[C@@H](C2CCCCC2)C[C@@H](OCc2ccc(CO)cc2)O1	96	-12	1	8	-3	0.0	3	-1	4	-1.5
10	COc1ccc(C(=O)OCC(=O)Nc2ncc([N+](=O)[O-])s2)cc1OC	94	-7	5	1	-9	0.3	5	-2	0	0.6
11	O=C1CN(C(=O)COc2ccccc2F)c2ccccc2N1	99	-15	0	2	-5	-0.3	6	1	3	0.6
12	CC(/C=N/N1CCN(c2ccccc2)CC1)=C\c1ccco1	96	-8	6	-2	-9	-0.4	-8	-4	12	-0.6
13	O=C1[C@H](Cc2ccccc2)NCC=CC[C@@H](c2ccc(Cl)cc2)N1Cc1ccc(Cl)cc1	95	-12	1	-8	0	0.7	-5	-1	11	-2.6
14	COc1ccc2nc(Nc3nc4cc5c(cc4s3)OCO5)sc2c1	101	-19	14	14	5	0.5	1	2	-6	-2.1
15	CN(C)CCN1CCN(C(c2ccnc3ccccc23)c2nnnn2-c2ccc3c(c2)OCCO3)CC1 (stereo unspecified)	97	-10	5	-5	.	0.4	.	.	.	0.3
16	CCN(CC)CCn1c2c(c(SCC(=O)Nc3ccc(C)c(F)c3)nc1=O)CCC2	97	-11	-8	-4	11	0.4	0	-2	1	-0.6
17	O=C(NC(=S)NC1CCS(=O)(=O)C1)c1cccs1 (stereo unspecified)	101	-3	0	3	-4	-0.4	-4	1	7	0.5
18	O=C(NCc1cccs1)C1CCCN1C(=O)Nc1ccccc1Cl (stereo unspecified)	99	-4	3	2	-29	0.0	0	-2	-8	-0.5
19	CNC(=O)c1oc(-c2ccc(Cl)cc2)nc1C	94	2	10	-6	-4	-0.4	-10	2	-3	0.5
20	Cc1ccc(C(=O)NCC(c2ccco2)N2CCCCC2)s1 (stereo unspecified)	100	-3	-5	0	-2	0.6	4	2	-6	0.3
21	OC[C@@H]1CN(Cc2cccnc2)C[C@H](n2cnc3c(N4CCCC4)ncnc32)O1	98	-8	3	-6	-3	-0.1	4	0	0	-1.9
22	CCOc1ccccc1CNC(=O)c1ccc2c(c1)N(CC)CCS2	93	-6	-2	0	.	0.1	-11	-2	.	-1.8
23	COc1ccc(C(=O)Nc2ccc(N3CCN(C(=O)c4ccccc4)CC3)cc2)cc1[N+](=O)[O-]	102	-2	4	8	-3	0.9	16	-3	2	1.1
24	Fc1ccc(NC(=S)NC2CC3CCC(C2)N3Cc2ccco2)cc1 (stereo unspecified)	98	-1	-5	13	25	0.5	-5	0	5	2.5
25	OC[C@@H]1CN(Cc2ccc3c(c2)OCO3)C[C@H](n2cnc3c(NC4CCC4)ncnc32)O1	97	-11	-1	-4	13	-0.2	8	2	9	0.1

# The list continues.
no.	mol	ABCB6 inh 2	CaV13 FRET inh	m5-HT2A agonist	Granule exo inh	Vif imaging	aDG glyco up	Cardio protect	Glyco luc inh	PDI turbidity	iPSC survival up
26	CCOc1ccc(NC(=O)COC(=O)Cn2nc(C)c([N+](=O)[O-])c2C)cc1OCC	114	-3	-1	1	-2	0.0	4	0	3	0.5
27	O=C(COC(=O)C12CC3CC(CC(Br)(C3)C1)C2)Nc1cccc(S(=O)(=O)N2CCOCC2)c1	90	-9	-1	-1	-1	0.1	-17	-1	-6	-3.7
28	O=C(O)CCC(=O)Nc1sc2c(c1C(=O)Nc1cccc3ccccc13)CCCCC2	100	-3	4	0	-13	-0.1	-2	3	7	-0.8
29	CC(=O)NC(C)C12CC3CC(CC(CC(=O)O)(C3)C1)C2 (stereo unspecified)	98	-7	0	-2	0	-0.3	5	1	-2	0.0
30	Cc1csc2ncc(C(=O)NCCc3ccccc3)c(=O)n12	100	-5	-4	-2	-9	-0.3	-3	-2	-3	0.0
31	CC(Cl)C(=O)c1c[nH]c2ccccc12 (stereo unspecified)	98	11	-1	0	4	-0.2	-7	-2	7	0.0
32	CCOc1cc(C(=O)N/N=C/C2CC=CCC2)cc(OCC)c1OCC (stereo unspecified)	100	-3	-6	2	12	-0.3	-7	0	-3	0.9
33	CCN(CC)C(=O)OCc1c(-c2cccc(OC)c2)ncc2ccccc12	92	-10	-7	9	-5	-0.1	-8	-2	2	0.1
34	COc1ccccc1CNC(=O)CSc1nnc2c(n1)[nH]c1ccc(F)cc12	95	-4	0	1	-20	0.0	-4	0	-4	-0.3
35	CCCCN(C(=O)c1cccc(S(=O)(=O)N2CCN(Cc3ccccc3)CC2)c1)c1ccccc1	100	-6	5	1	-2	0.3	-9	-3	2	0.0
36	N/C(=N\OC(=O)COc1ccc([N+](=O)[O-])cc1)c1cccnc1	98	-7	2	3	6	0.0	6	1	-2	2.9
37	N#C/C(=C/c1cccc(O)c1)C(=O)NCc1ccc(Cl)cc1	95	-4	-5	-8	-10	0.2	-5	10	2	-0.6
38	Cc1cccc(N2CCN(C(=O)CNC(=O)Cc3ccccc3)CC2)c1C	97	-3	5	-1	-6	0.1	-4	1	3	4.6
39	CCOC(=O)c1[nH]nc(-c2c(O)cc(C)cc2O)c1-c1csc(C)n1	95	.	2	-4	4	0.1	-4	-1	-5	2.9
40	Cc1ccc(S(=O)(=O)NC2CC2)s1	98	-5	0	42	9	0.0	0	0	-3	-0.6
41	CN(C)c1ccc(C=C2C=C(c3ccccc3)OC2=O)cc1	114	-7	0	-2	.	0.4	-16	3	-6	5.1
42	Cc1ccc(N2CCN(CCCCN3C(=O)C4CCCN4C3=O)CC2)cc1 (stereo unspecified)	101	-8	-8	-1	5	-0.2	0	-2	10	0.6
43	O=C(COC(=O)Cc1ccsc1)NCc1ccc(Cl)cc1	107	-5	2	-2	-1	0.1	0	1	-9	-0.1
44	CCOCCn1c(CN2CCN(c3ccccc3)CC2)nc2c1c(=O)n(C)c(=O)n2C	103	0	-3	1	-6	0.1	-3	-2	-6	2.4
45	CCNC(=O)C1(C)CCCN(C(=O)c2oc3ccccc3c2C)C1 (stereo unspecified)	102	-5	0	0	-11	0.7	-3	1	14	2.0
46	OCCn1c(Cl)nc2ccccc21	100	-5	1	2	33	-0.1	1	0	6	2.1
47	COCc1ccc(C(=O)N2CCCC(C(=O)c3ccc(SC)cc3)C2)o1 (stereo unspecified)	94	-6	3	-12	8	-0.3	4	-1	-10	-0.2
48	COc1ccc(CCNS(=O)(=O)c2cc3c4c(c2)CCN4C(=O)CC3)cc1OC	97	-5	-1	-6	.	-0.1	-2	1	-10	0.1
49	Cc1c(C)c2ccc(OCC(=O)N3CCC(C(=O)O)CC3)c(C)c2oc1=O	99	.	0	-3	-6	0.0	-2	2	.	3.6
50	COc1cc2c(C#N)c(N3CCN(c4ccccc4OC)CC3)nc(N)c2c(N)n1	106	.	3	4	-30	1.2	16	7	-4	-2.7

# The results go on.
no.	mol	ABCB6 inh 2	CaV13 FRET inh	m5-HT2A agonist	Granule exo inh	Vif imaging	aDG glyco up	Cardio protect	Glyco luc inh	PDI turbidity	iPSC survival up
51	Cc1cc(C(F)F)nn1CC(=O)NCc1ccco1	96	-7	1	5	-3	-0.2	4	3	-3	1.4
52	Cc1csc(NC(=O)c2cncc(Br)c2)n1	95	-7	-5	-2	11	-0.2	-8	-12	-4	1.7
53	CCn1c(N)cc(=O)[nH]c1=S	99	-6	2	6	-5	0.1	4	1	2	4.3
54	CCCCNC(=O)c1cn(CC(C)C)c(=O)c2c1c1ccccc1n2C	101	-5	-8	-4	1	0.6	0	2	-7	0.3
55	COc1ccc(/C=N/NC(=O)C(=O)N2CCCCCC2)cc1O	103	-5	-2	-13	-7	-0.4	2	1	4	-0.1
56	Oc1c(Br)cc(Br)cc1C=NCc1ccccc1	101	-12	-1	23	7	0.5	76*	-1	-1	-0.7
57	CCN1CCN(C(=O)CN(CC)S(=O)(=O)c2ccc(F)cc2)CC1	102	-3	-1	-1	.	-0.2	5	1	9	-0.2
58	Cc1ccccc1CN1CCN(CC(=O)NC(C)c2ccccc2)CC1 (stereo unspecified)	107	0	-7	-1	-3	-0.1	-2	0	5	0.2

# Only aDG glyco up (2 entries from above):
No.	Molecule	aDG glyco up
55	COc1ccc(/C=N/NC(=O)C(=O)N2CCCCCC2)cc1O	-0.4
54	CCCCNC(=O)c1cn(CC(C)C)c(=O)c2c1c1ccccc1n2C	0.6
